Cav32 inh: inhibitors of human Cav3.2 T-type calcium channel. Cav3.2-expressing cells, Fluo-4 calcium fluorescence FDSS; stronger effect = lower value. B-score at 10 µM. O95180. 100,000 tested, 4% active;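 active = single-dose well whose peak fluorescence ratio is a statistical outlier from its plate by either plate-standardised score or position-corrected B-score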
Target sequence (O95180 whole entry, looked up): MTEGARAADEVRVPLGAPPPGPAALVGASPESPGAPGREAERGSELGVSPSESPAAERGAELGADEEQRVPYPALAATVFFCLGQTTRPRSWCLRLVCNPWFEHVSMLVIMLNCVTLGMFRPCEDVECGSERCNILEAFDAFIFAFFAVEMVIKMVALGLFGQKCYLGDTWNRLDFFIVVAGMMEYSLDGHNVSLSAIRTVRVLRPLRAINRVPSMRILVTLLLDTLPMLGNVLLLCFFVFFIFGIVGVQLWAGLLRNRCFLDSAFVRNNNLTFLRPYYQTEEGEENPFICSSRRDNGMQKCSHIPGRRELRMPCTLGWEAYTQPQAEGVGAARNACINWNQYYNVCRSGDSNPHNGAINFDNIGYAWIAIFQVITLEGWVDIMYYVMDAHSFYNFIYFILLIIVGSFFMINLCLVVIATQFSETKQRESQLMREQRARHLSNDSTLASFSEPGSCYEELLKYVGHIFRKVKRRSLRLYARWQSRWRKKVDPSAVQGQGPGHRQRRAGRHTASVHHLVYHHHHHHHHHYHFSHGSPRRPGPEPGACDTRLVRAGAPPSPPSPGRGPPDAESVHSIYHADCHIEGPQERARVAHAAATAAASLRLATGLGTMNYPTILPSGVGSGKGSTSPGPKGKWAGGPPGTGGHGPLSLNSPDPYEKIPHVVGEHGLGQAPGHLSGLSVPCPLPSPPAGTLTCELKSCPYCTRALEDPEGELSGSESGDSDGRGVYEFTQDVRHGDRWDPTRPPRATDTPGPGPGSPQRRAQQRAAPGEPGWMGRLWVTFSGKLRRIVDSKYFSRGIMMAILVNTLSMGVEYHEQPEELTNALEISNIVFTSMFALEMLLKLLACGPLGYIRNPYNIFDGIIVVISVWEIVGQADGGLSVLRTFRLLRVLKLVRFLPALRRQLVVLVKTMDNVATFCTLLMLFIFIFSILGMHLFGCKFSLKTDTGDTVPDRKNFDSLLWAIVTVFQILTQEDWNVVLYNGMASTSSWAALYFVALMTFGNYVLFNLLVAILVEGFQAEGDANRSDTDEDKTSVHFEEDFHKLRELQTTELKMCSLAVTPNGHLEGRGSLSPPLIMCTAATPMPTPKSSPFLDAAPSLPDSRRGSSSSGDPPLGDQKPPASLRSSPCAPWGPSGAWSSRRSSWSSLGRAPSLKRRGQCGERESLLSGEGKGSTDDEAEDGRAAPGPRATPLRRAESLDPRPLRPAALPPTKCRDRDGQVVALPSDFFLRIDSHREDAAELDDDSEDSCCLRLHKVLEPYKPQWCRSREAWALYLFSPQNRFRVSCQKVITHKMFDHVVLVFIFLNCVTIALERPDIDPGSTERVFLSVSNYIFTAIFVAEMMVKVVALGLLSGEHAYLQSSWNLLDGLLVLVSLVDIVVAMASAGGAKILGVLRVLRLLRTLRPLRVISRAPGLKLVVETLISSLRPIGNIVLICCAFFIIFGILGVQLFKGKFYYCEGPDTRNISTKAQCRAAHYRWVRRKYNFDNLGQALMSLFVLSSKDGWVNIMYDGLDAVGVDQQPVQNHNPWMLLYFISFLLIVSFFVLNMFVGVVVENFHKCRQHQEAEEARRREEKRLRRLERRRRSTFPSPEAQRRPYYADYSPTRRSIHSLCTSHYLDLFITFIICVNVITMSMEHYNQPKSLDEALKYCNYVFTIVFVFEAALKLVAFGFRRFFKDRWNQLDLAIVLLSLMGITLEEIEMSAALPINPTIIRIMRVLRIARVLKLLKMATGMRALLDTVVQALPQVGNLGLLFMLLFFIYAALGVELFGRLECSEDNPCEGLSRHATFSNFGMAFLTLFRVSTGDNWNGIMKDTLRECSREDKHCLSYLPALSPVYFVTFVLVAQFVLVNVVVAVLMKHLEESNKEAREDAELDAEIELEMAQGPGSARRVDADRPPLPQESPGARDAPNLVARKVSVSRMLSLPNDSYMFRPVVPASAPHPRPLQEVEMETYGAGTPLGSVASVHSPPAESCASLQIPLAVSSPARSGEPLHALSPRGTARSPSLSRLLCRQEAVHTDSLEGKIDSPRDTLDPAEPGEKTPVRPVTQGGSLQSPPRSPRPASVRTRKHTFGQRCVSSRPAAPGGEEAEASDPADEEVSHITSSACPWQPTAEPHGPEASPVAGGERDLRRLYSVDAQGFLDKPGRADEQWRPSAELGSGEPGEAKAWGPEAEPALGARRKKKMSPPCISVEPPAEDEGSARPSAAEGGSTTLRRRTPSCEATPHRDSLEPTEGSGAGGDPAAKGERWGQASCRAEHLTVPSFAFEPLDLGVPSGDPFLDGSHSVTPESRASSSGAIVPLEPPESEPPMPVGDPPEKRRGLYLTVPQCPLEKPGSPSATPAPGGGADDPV
Starred values were filed as active, the others as inactive. Some of the compounds tested. The share of hits here may be higher or lower than overall.

SMILES | Cav32 inh
COc1ccccc1S(=O)(=O)Cc1ccc(C(=O)NCCN(C)C)o1 | 0.0795
Cc1cccc(NC(=O)CCCN2C(=O)c3ccccc3C2=O)n1 | -0.00058
O=C(Cc1ccccc1)NC1CCS(=O)(=O)C1 (configuration not stated) | 0.0604
Cn1c(=O)c2c(nc(NCc3ccc4c(c3)OCO4)n2Cc2ccc(F)cc2)n(C)c1=O | -4.31*
CC(C)C(=O)NC(C)C(c1cccs1)N1CCOCC1 (configuration not stated) | 0.0922
N#C/C(=C\c1ccc(F)cc1)c1n[nH]c(Cn2cncn2)n1 | 1.3
COc1ccc(C)cc1NC(=O)c1cnc2scc(C)n2c1=O | 1
CC(=O)Nc1ccc(SC[C@H](CC(C)C)N2CCN(CC(C)C)CCC2=O)cc1 | 1.34
O=C(O)C1CC=CCC1C(=O)N1CCCC1 (configuration not stated) | 0.647
COc1ccccc1N1CCN(C(=O)CN(c2ccccc2OC)S(=O)(=O)c2ccccc2)CC1 | -0.375
CN1CCN(c2ccc([N+](=O)[O-])c(-n3nc(-c4ccccc4)c4ccccc4c3=O)c2)CC1 | 0.226
Cc1cc(CSc2ccccc2)ccc1NC(=O)c1ccc(Cl)c([N+](=O)[O-])c1 | 0.0147
CCN1CCCC1CN(Cc1cc2c(C)cc(C)cc2[nH]c1=O)C(=O)NC1CCCCC1 (configuration not stated) | 0.0918
COCCn1nnnc1C(CC(C)C)N1CCN(c2ccccc2)CC1 (configuration not stated) | -1.25
CC(C)c1ccc(OCC(=O)NC(=S)Nc2ccc3c4c(cccc24)CC3)cc1 | -0.554
Cc1ccccc1-c1nc(CN2CCC(C(=O)NCc3ccco3)CC2)c(C)o1 | 0.0202
CCCCCn1c(CCCNC(=O)CC)nc2ccccc21 | 0.993
CC(C)(C)NCC(O)COc1ccccc1C(C)(C)C (configuration not stated) | -0.278
CCOC(=O)c1ccc(NC(=O)CCc2nc(-c3ccc(Cl)cc3)no2)cc1 | -1.1
Cc1cc(C)n(C(=O)CCCCCC(=O)n2nc(C)cc2C)n1 | -0.0341
CCN(CC)C(=O)CSc1nc2ccccc2c(=O)n1CC | 0.722
CCNC(=O)c1ccc(-n2nc(C)cc2-c2ccccc2)cc1 | 0.497
FC(F)(F)c1ccccc1NC(=S)NN1CCOCC1 | 1.29
C/C=C/Cn1c(Br)nc2c1c(=O)n(C)c(=O)n2C | -0.0255
COc1ccc(C(=O)/C=C/N2CCCCC2)cc1OC | 0.488
COc1cc(CNCCc2ccc(S(N)(=O)=O)cc2)ccc1OCc1ccc(Cl)cc1 | -0.203
CCn1c(SCC(=O)Nc2nc(C)c(C)s2)nnc1-c1ccco1 | 0.777
O=Nc1c(O)n(Cc2ccc(Cl)cc2Cl)c2ccccc12 | 0.134
CCOC(=O)c1ccccc1NS(=O)(=O)c1ccccc1F | -1.71
CCc1ccc(CNC(=O)C2CCCN(c3nc4ccccc4o3)C2)cc1 (configuration not stated) | -1.04
N#Cc1ccccc1OCCN1C(=O)c2ccccc2C1=O | 0.241
O=C(NNC(=O)c1ccc(SCC2CCCO2)c([N+](=O)[O-])c1)c1ccc(Cl)c([N+](=O)[O-])c1 (configuration not stated) | 0.383
CCN(CC)S(=O)(=O)c1cc(C(=O)OCC(=O)c2ccc3c(c2)NC(=O)CO3)ccc1F | -0.992
CCOC(=O)Nc1cc2c(cc1C(C)=O)OCO2 | -0.292
O=C(Nc1ccccc1C(=O)N1CCNCC1)c1ccco1 | 1.27
O=C(CN1CC(=O)Oc2ccccc21)NCc1ccco1 | 0.547
Cc1ccc(C(C#N)c2ccc3c(C(F)(F)F)cc(C(F)(F)F)nc3n2)cc1 (configuration not stated) | -0.942
O=C(c1cc2nc(-c3ccco3)cc(C(F)(F)F)n2n1)N1CCN(c2ccc(F)cc2)CC1 | -0.466
Cc1nnc(OCC(=O)NCCC2=CCCCC2)c2ccccc12 | 0.0788
Cc1[nH]c2ccccc2c1C(=O)CSc1nc2ccccc2[nH]1 | -1.71

A second format for some results above.
SMILES	Cav32 inh
COc1ccccc1S(=O)(=O)Cc1ccc(C(=O)NCCN(C)C)o1	0.0795
Cc1cccc(NC(=O)CCCN2C(=O)c3ccccc3C2=O)n1	-0.00058
O=C(Cc1ccccc1)NC1CCS(=O)(=O)C1 (configuration not stated)	0.0604
Cn1c(=O)c2c(nc(NCc3ccc4c(c3)OCO4)n2Cc2ccc(F)cc2)n(C)c1=O	-4.31*
CC(C)C(=O)NC(C)C(c1cccs1)N1CCOCC1 (configuration not stated)	0.0922
N#C/C(=C\c1ccc(F)cc1)c1n[nH]c(Cn2cncn2)n1	1.3
COc1ccc(C)cc1NC(=O)c1cnc2scc(C)n2c1=O	1
CC(=O)Nc1ccc(SC[C@H](CC(C)C)N2CCN(CC(C)C)CCC2=O)cc1	1.34
O=C(O)C1CC=CCC1C(=O)N1CCCC1 (configuration not stated)	0.647
COc1ccccc1N1CCN(C(=O)CN(c2ccccc2OC)S(=O)(=O)c2ccccc2)CC1	-0.375
CN1CCN(c2ccc([N+](=O)[O-])c(-n3nc(-c4ccccc4)c4ccccc4c3=O)c2)CC1	0.226
Cc1cc(CSc2ccccc2)ccc1NC(=O)c1ccc(Cl)c([N+](=O)[O-])c1	0.0147
CCN1CCCC1CN(Cc1cc2c(C)cc(C)cc2[nH]c1=O)C(=O)NC1CCCCC1 (configuration not stated)	0.0918
COCCn1nnnc1C(CC(C)C)N1CCN(c2ccccc2)CC1 (configuration not stated)	-1.25
CC(C)c1ccc(OCC(=O)NC(=S)Nc2ccc3c4c(cccc24)CC3)cc1	-0.554
Cc1ccccc1-c1nc(CN2CCC(C(=O)NCc3ccco3)CC2)c(C)o1	0.0202
CCCCCn1c(CCCNC(=O)CC)nc2ccccc21	0.993
CC(C)(C)NCC(O)COc1ccccc1C(C)(C)C (configuration not stated)	-0.278

Next section.
SMILES | Cav32 inh
Cc1cc(Oc2ccccc2)nc(SCC(=O)Nc2ccccc2)n1 | -0.271
O=S(=O)(Nc1cc(Cl)ccn1)c1ccc(Cl)cc1 | -0.203
CN1c2ccccc2C(O)=C(C(=S)Nc2ccc(F)c(Cl)c2)S1(=O)=O | -10.8*
CCCCn1c(SCC(N)=O)nnc1-c1cc(OC)c(OC)c(OC)c1 | 1.61
OC(CN1C2=NCCN2c2ccccc21)c1ccccc1 (configuration not stated) | 0.478
C/C(N)=C(/C#N)C(=O)CSc1nnc(COc2ccccc2Cl)o1 | 2.37
CC(=O)c1cc2c(cc1NC(=O)c1cnc(C)cn1)OCO2 | 0.0876
N#Cc1c(-c2cccs2)cc(-c2ccccn2)nc1N | 0.0472
c1ccc(-n2c(Cc3cccnc3)nc3cnccc32)cc1 | 0.353
COc1ccc(NC(=O)NC(C)c2ccncc2)cc1OC (configuration not stated) | 1.37
CC(=O)Oc1ccc2oc(=O)c3c(c2c1)CCCN3C(=O)CN1CCN(c2ncccn2)CC1 | 1.17
Cc1cc(NCCCn2ccnc2)n2nc(C)c(-c3ccccc3)c2n1 | 2.39
NC(=O)C1CCN(C2CC(=O)N(c3ccc(F)c(Cl)c3)C2=O)CC1 (configuration not stated) | 0.485
O=C(CSc1ncn[nH]1)Nc1ccccc1Sc1ccc(Cl)cc1 | -3.87
Cc1ccc(-n2nnc(-c3nccn3C)n2)cc1 | 0.521
O=C(NCc1ccco1)C(c1ccccc1)N(C(=O)Cc1cccs1)c1ccccc1 (configuration not stated) | 0.00937
C=CC[N+]1(CC#CCOC(c2ccccc2)c2ccccc2)CCOCC1 | 0.378
Cc1cc(=O)n(CC=C(Cl)Cl)c2ccccc12 | 0.0442
Cc1cc(NS(=O)(=O)c2ccc(NC(=O)C(CC(C)C)N3C(=O)c4ccccc4C3=O)cc2)nc(C)n1 (configuration not stated) | 1.29
CCN(CC)CC(=O)Nc1ccc(C)cc1Br | 0.00862
O=C(CCN1C(=O)c2ccccc2C1=O)Nc1ccc(S(=O)(=O)NC2=NCCCCC2)cc1 | 0.226
Cc1ccc(S(=O)(=O)N/N=C\C=C\c2ccccc2)cc1 | -2.33
NS(=O)(=O)c1cccnc1Nc1c(Cl)cccc1Cl | 0.184
CC(C)Cn1c(SCC#N)nc2ccccc2c1=O | -1.88
COCCN1C(=O)c2ccccc2C(C(=O)NCCN(C)C)C1c1ccc(F)cc1 (configuration not stated) | 1.05
COc1ccc(CCNC(=O)CSc2ncnc3c2oc2ccccc23)cc1OC | 0.112
CNC(=S)NNC(=O)c1sccc1OCc1ccccc1 | -0.0808
CC1CN(C(=O)CCN2C(=O)c3ccccc3C2=O)CC(C)O1 (configuration not stated) | -0.153
COC(=O)c1ccsc1NC(=O)CN1CCN(Cc2ccc3c(c2)OCO3)CC1 | -0.315
CCO[C@H]1OC(C(=O)NC2CC2)=C[C@@H](c2c[nH]c3ccccc23)[C@@H]1CCCO | 0.955
CCOC(=O)C1=C(O)C(=O)N(c2ccc(S(N)(=O)=O)cc2)C1c1ccccc1 (configuration not stated) | -0.0459
CSC1=C(C#N)C(CC(C)C)C2=C(CCCC2=O)N1 (configuration not stated) | 0.734
O=C(Nc1cc(C(F)(F)F)ccc1-n1cncn1)c1ccc(Cl)cc1 | -0.0357
CN(C)CCCN1c2ccccc2Sc2ccc(C(F)(F)F)cc21 | -0.466
C=CCn1c(SCC(=O)NC2CCCCC2)nnc1-c1sc(N)nc1C | 0.851
CCn1c(SCC(=O)N2CCOCC2)nc(O)cc1=O | 0.33
CCOc1ccc(CCNC(=O)C2CCN(c3nnc(-n4cccc4)s3)CC2)cc1 | 1.41
CC(C)(C#N)C(C)(C)c1nn[nH]n1 | -0.354
O=C(Nc1ccc(-c2nc3ccccc3o2)c(O)c1)c1cc(-n2cnnc2)ccc1Cl | -0.015
N#CC1=C(N)Oc2cc(N)ccc2C1C1CCCCC1 (configuration not stated) | -0.814
CC1(C)CC(=O)C(C=NC(CCC(N)=O)C(=O)O)=C(O)C1 (configuration not stated) | 0.00934
Cc1ccc(NCc2nnc(SCC(=O)NCc3ccco3)n2CC2CCCO2)c(C)c1 (configuration not stated) | 1.46
O=C(c1ccc(OCC2CCCO2)cc1)N1CCN(c2ccccc2)CC1 (configuration not stated) | 0.209
Cc1ccc(CN(CC(=O)N/N=C/c2ccccc2[N+](=O)[O-])S(=O)(=O)c2ccc(C)cc2)cc1 | -3.98*
CCOC(=O)C1C(=O)NC(SCC(N)=O)=C(C#N)C1c1ccccc1OCC (configuration not stated) | -0.0225
CN1/C(=C\C=C2\N=C(c3ccc(F)cc3)OC2=O)C(C)(C)c2ccccc21 | -1.73
C=CCNc1nc(-c2sc(NC(C)=O)nc2C)cs1 | 0.88
Cn1c(=O)c2c(nc(NCc3ccc4c(c3)OCO4)n2Cc2ccccc2Cl)n(C)c1=O | 0.448
COCCn1c(SCc2nc3ccccc3c(=O)[nH]2)nnc1-c1ccncc1 | 0.571
CN(CC(=O)Nc1ccc(F)c(F)c1F)c1cnccn1 | 0.86
Cc1cccc(OCCn2c(NC(=O)c3ccco3)nc3ccccc32)c1 | -3.59
C/C=C/C=C\C(=O)Nc1cccc(C2=NOC3(C2)C[C@@H](C(N)=O)N(C(=O)c2cc([N+](=O)[O-])cc([N+](=O)[O-])c2)C3)c1 (some centres not stated) | 0.0294
CCN1CCN(CCC(=O)Nc2ccccc2OC)CC1 | 0.963
COc1ccc(C(=O)Sc2ccc(C)cc2)cc1OC | -0.435
Cc1nn(-c2ccccc2)c2[nH]c(=O)c(CNc3ccc(N4CCOCC4)cc3)cc12 | 0.016
COc1ccccc1NC(=O)C1=C(C)NC(=O)NC1c1ccccc1F (configuration not stated) | 0.657
O=C(Nc1nc(-c2nc3ccccc3s2)cs1)c1ccco1 | 0.565
NC(=O)C1CCN(C(=O)CSc2ccccn2)CC1 | 1.64
CSc1nc2sc3c(c2c(=O)[nH]1)CCCC3 | -0.000185
COc1ccc(OC)c(S(=O)(=O)N(C)CC(=O)O)c1 | 0.648

Additional records follow:
SMILES | Cav32 inh
CC(C)(C)c1ccc(C(=O)c2c[nH]c(C(=O)NCCCN3CCOCC3)c2)cc1 | 0.69
COCCN1Cc2c(sc(C)c2C)N(C(=O)c2ccccc2)C1 | 0.00422
CC(NC(=O)c1ccc(N(C)C)cc1)C1CC2CCC1C2 (configuration not stated) | 0.0902
COC(=O)C(NC(=O)c1ccccc1)(Nc1nc(C)cs1)C(F)(F)F (configuration not stated) | 0.818
Cc1cc(=O)[nH]c(=S)n1-c1ccccc1 | -0.644
CCOc1ccccc1NC(=O)c1cccc2c1C(=O)N(CCOC)C2 | 0.618
Cc1cccc(OCC(=O)Nc2ccc(S(=O)(=O)N3CCN(C)CC3)cc2)c1 | 0.0354
COc1ccc(OCC(=O)N/N=C2\CCc3ccccc32)cc1 | -0.00466
CC(/C=C/c1ccco1)=N\NC(=O)c1cccnc1 | 0.975
O=C(O)CSCC(=O)Nc1ccc(C(=O)O)cc1 | -0.285
C=CCc1cccc2cc(C(=O)NC)c(=O)oc12 | 0.752
CCC1CCCCN1C(=O)C1CC(c2cc(Cl)c(OC)cc2OC)=NO1 (configuration not stated) | -1.04
O=S(=O)(c1ccccc1C(F)(F)F)N1CCOCC1 | 0.31
CCOC(=O)/C=C/C(=O)OCC(=O)Nc1ccc(Cl)cn1 | 3.37*
Cc1ccc(O)c(NC(=O)COc2cc(C)ccc2C)c1 | -0.0375
Nc1cccc2c1C(=O)N(C(=O)c1cccc(S(=O)(=O)N3CCCC3)c1)C2=O | -0.227
CCCCN(C)CCCNC(=O)Cn1c(=O)sc2ccccc21 | 1.25
O=C(c1cccn2c(=O)c3ccc(Cl)cc3nc12)N1CCN(Cc2ccc3c(c2)OCO3)CC1 | 0.106
Cc1csc2ncc(C(=O)NC(C)c3ccccc3)c(=O)n12 (configuration not stated) | -0.308
C#CCOCCOCCOCCNc1nc(N2CCN(C(=O)[C@H](C(C)C)n3cc(CCO)nn3)CC2)nc(N2CCN(C(=O)[C@H](CCCCN)n3cc(CCCC)nn3)CC2)n1 | -0.0999
Cc1nc(N)sc1-c1nnc(SCC(=O)Nc2ccccc2C(F)(F)F)n1C | 0.111
COc1cccc(-n2nnnc2SCC(=O)Nc2cccc(C)n2)c1 | -0.117
Cc1nnc(SCC(=O)Nc2ccc(Cl)cn2)[nH]c1=O | 0.182
CCOC(=O)/C(=N\Nc1ccc(Cl)cc1)c1csc(Nc2ccccc2)n1 | 0.256
COc1ccccc1CNC(=O)c1c(-c2ccccc2)nn(-c2ccccc2)c1C | -1.89
O=C(OCCN=C1NS(=O)(=O)c2ccccc21)c1cccnc1 | 0.266
CCC(=O)NCCCOc1ccccc1 | -0.0389
